GPT2 inhibitor: Primary qHTS assay for inhibitors of Glutamate pyruvate transaminase 2 (GPT2); Alanine aminotransferase 2 (Homo sapiens), Q8TD30; Recombinant GPT2, coupled pyruvate oxidase/HRP Amplex Red fluorescence; Potency, µM (highest dose often 57.7 µM), for inactives: top-dose activity change, negative = inhibition, most hits filed as inhibitors; 100,000 tested, 0.25% active; further: potency means the concentration at half of the fitted maximal effect; nearly all actives have a fitted effect of over 60% in size; many of its hits are not listed in these tables
Target sequence (Q8TD30 whole entry, looked up): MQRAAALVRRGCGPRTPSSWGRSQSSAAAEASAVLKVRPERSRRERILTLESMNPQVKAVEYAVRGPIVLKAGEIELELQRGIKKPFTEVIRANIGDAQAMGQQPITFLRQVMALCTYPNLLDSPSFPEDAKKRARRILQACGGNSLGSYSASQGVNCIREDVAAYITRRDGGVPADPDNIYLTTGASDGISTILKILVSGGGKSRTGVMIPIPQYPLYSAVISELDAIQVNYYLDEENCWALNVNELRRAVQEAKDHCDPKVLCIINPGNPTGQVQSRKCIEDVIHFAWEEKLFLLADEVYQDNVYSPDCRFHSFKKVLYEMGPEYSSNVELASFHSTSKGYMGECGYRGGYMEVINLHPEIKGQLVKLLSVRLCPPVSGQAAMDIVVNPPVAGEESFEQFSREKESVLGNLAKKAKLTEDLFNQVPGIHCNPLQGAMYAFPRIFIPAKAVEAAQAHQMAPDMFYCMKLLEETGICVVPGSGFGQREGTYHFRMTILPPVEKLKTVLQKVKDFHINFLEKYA
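Recombinant GPT2 (10ng/uL) with 250uM a-KG and 2mM L-alanine, 30 min at room temperature, in HEPES pH 7.5 buffer. Pyruvate detected by pyruvate oxidase/HRP/Amplex Red fluorescence after 30 min in the dark; AOA (50uM) as positive control.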
3T3 cytotox: Cytotoxic Profiling in NIH 3T3 Cell Line of Diverse Libraries Using Quantitative High-Throughput Screening; Potency, µM (top dose mostly 96.7 µM), inactives show top-dose activity change, negative = cytotoxicity, usual class: inhibitors; 94,000 tested, 4.3% active; NIH 3T3 viability, CellTiter-Glo ATP luminescence, 48-72 h; further: potency means the concentration at half of the fitted maximal effect; nearly all actives have a fitted effect of over 55% in size
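Luminescent ATP readout (CellTiter-Glo, 10 min RT) after 48 or 72 hr compound exposure of NIH 3T3 cells seeded at 400 cells/well in 1536-well format; quantitative HTS.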
FLuc inh: Firefly luciferase inhibition profiling of diverse chemical library using quantitative high-throughput screening. purified P. pyralis luciferase, luminescence, biochemical. Potency, µM (highest dose often 115 µM), inactives show top-dose activity change, negative = inhibition, actives largely listed as inhibitors. 76,000 tested, 2.5% active. AID 1347043, 2019; further: potency means the concentration at half of the fitted maximal effect; nearly all actives have a fitted effect of over 65% in size
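FLuc 10nM, D-luciferin 10uM, ATP 10uM, Mg acetate 10mM, Tris acetate pH 7.5, Tween/BSA; cpd qHTS; enzyme added last; CCD luminescence.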
IP6K1 inh: Primary qHTS assay for small molecule inhibitors of Inositol hexaphosphate kinase 1 (IP6K1). Inositol hexakisphosphate kinase 1 (Homo sapiens), Q92551. IP6K1 kinase, ADP-Glo luminescence, 2 h; stronger effect = lower value. activity change, % (series mostly up to about 58 µM). 140,000 tested, 0.81% active. AID 1645851, 2021; in the data active means activity change below about -25%
Target sequence (Q92551 whole entry, looked up): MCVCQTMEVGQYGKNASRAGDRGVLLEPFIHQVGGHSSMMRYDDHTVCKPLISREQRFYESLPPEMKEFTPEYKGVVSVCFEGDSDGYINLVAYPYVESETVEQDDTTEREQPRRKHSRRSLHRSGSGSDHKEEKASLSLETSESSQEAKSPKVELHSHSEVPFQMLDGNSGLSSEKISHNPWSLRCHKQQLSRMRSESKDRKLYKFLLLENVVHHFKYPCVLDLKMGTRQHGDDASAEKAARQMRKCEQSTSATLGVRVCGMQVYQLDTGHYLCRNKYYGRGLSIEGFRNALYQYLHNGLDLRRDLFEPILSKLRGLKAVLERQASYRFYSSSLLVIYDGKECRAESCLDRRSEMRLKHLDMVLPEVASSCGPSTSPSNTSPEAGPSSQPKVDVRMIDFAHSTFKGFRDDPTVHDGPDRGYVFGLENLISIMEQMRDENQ
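ADP-Glo luminescence measures ADP made by human IP6K1 during a 2 h RT reaction with ATP/IP6 (mix at 1.3 mM/130 uM); top library doses 57.5 and 19.1 uM final.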
SNCA expr inhib: Primary qHTS assay for inhibitors of alpha-synuclein gene (SNCA) expression; HEK-293 SNCA-luciferase knock-in, luminescence, 24 h; Potency, µM (series often up to 57.2 µM), for inactives: top-dose activity change, negative = inhibition, usual class: inhibitors; 140,000 tested, 0.17% active;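 further: potency means the concentration at half of the fitted maximal effect; plate controls were DMSO cells for no effect and cell-free wells for full effect; nearly all actives have a fitted effect of over 45% in size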
SNCA viab count: GF-AFC viability counterscreen for inhibitors of alpha-synuclein gene (SNCA) expression. AID 1671193, 2021. 150,000 tested, 0.12% active. Potency, µM (series often up to 57.1 µM), for the others: at the highest dose activity change, negative = cytotoxicity, hits mostly cytotoxic. HEK-293-SNCA-luc viability, GF-AFC fluorescence, 24 h;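 further: potency means the concentration at half of the fitted maximal effect; 0% = DMSO-treated cells and -100% = medium-only wells without cells; nearly all actives have a fitted effect of over 30% in size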
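Cytotoxicity counterscreen: after 24 h compound treatment of genome-edited SNCA-luciferase HEK-293 cells, live-cell protease substrate GF-AFC read by fluorescence after 30 min; activity scaled between DMSO (0%) and medium-only (-100%), curves Hill-fitted.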
HEK293 tox: Cytotoxic Profiling in HEK 293 Cell Line of Diverse Libraries Using Quantitative High-Throughput Screening; HEK 293 viability, ATP luminescence (CellTiter-Glo), 48-72 h; Potency, µM (titrated, usually from 115 µM), inactives show at the highest dose activity change, negative = cytotoxicity, actives largely listed as inhibitors; 94,000 tested, 6.6% active; AID 1345083, 2018; further: potency means the concentration at half of the fitted maximal effect; nearly all actives have a fitted effect of over 60% in size
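250 HEK 293 cells/well; compound by pintool; incubated 48 or 72 hr at 37 degree Celsius; CellTiter-Glo added, 10 min RT, luminescence imaged.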
* marks the source's active call; other numbers are inactive results; i = inactive; ? = inconclusive; . = not tested or not shown; & = joins results of further samples; [ ] = remark or other dose. Unless noted, the call rests on the fitted dose curve; in most records, active means well fitted curve in the direction sought with a large enough effect; inconclusive means small, poorly fitted or top-dose-only effect, or another doubt; inactive means no such curve, though single readings can be large; an effect the other way counts as inactive or inconclusive. Unless noted, on the % scale 0 is the no-effect control and ±100 the full control effect. Some of the compounds tested; count on the stated rates, not on these rows.

SMILES	GPT2 inhibitor	3T3 cytotox	FLuc inh	IP6K1 inh	SNCA expr inhib	SNCA viab count	HEK293 tox
C[C@@]12C(=O)N(CC3CC3)c3ccccc3[C@@H]1[C@@H](C(N)=O)CN2C(=O)c1cc2ccccc2s1	-12%[27.3 µM]	?	.	19	-3%[25.6 µM]	2%[23.9 µM]	?
CC(C)(Oc1nn(CCOc2ccccc2)c2ccccc12)C(=O)NCC1CCOCC1	-7%[88.5 µM]	?	10%[172 µM]	-7	?	-22%[87.6 µM]	?
COc1ccc(NC(=O)O[C@@H]2CC[C@]3(C)C(CC[C@@H](O)[C@H]3CC(=O)NCc3ccccc3)[C@]2(C)CO)cc1 (stereo partly drawn)	1%	-30%	-3%	-22	21%	-2%	?
COC(=O)N[C@H](C(=O)N1[C@@H]2CC[C@@H](C2)[C@H]1c1nc2ccc(-c3ccc4c(c3)C(F)(F)c3cc(-c5cnc([C@@H]6CCC7(CC7)N6C(=O)[C@@H](NC(=O)OC)C(C)C)[nH]5)ccc3-4)cc2[nH]1)C(C)C	4%[27.3 µM]	.	.	-11	.	-40%[23.9 µM]	.
COc1ccc(NC(=O)C2Cc3ccccc3N2C(=O)c2ccccc2)cc1OC (stereo not drawn)	.	.	.	-7	18%	-15%	.
COCC1CN(C)CC12CCN(C(=O)CN1CCCCCC1)CC2 (stereo not drawn)	-24%	-19%	-14%	3	-16%	-18%	-25%
CCc1cc(=O)n(CC(=O)Nc2cc(C)cc(C)c2)c(N2CCOCC2)n1	1%	-23%	5%	6	-16%	-5%	?
O=C1c2oc3ccccc3c(=O)c2C(c2ccccc2F)N1Cc1ccc2c(c1)OCO2 (stereo not drawn)	.	.	.	-4	-24%	0%	.
CCN1CC(C(=O)NCc2cccc(OCc3ccccc3)c2)CC1=O (stereo not drawn)	5%	?	0%	-5	8%	1%	?
CC(C)(C)C(=O)NC1CCN(c2ccnc3ccnn23)CC1	-5%[88.5 µM]	0%[138 µM]	.	-14	-17%[87.6 µM]	-2%[87.6 µM]	1%[172 µM]
CN(C)CC(O)c1cc2n(n1)CCN(C(=O)c1cc(=O)[nH]c(=O)[nH]1)C2 (stereo not drawn)	i	-4%	8%	-1	0%	2%	-18%
COc1cccc([S+](=O)([O-])N2CCCC3(C2)C(=NC2CCCCC2)NC(=O)N3c2cccnc2)c1 (stereo not drawn)	i	-15%&-2%	-7%	8&-7	-10%&-11%	5%&-5%	-25%&-2%
CCc1ccc(NC(=O)Cn2c(-c3cnccn3)nc(C)c(C)c2=O)cc1	-3%	-19%	1%	1	-4%	3%	6%
COc1cccc(CN2CCN3C(=O)N(C4CCOCC4)C[C@H]3C2)n1	-3%[88.5 µM]	i	2%[172 µM]	5	0%[87.6 µM]	2%[87.6 µM]	4%[172 µM]
COc1ccc2c(c1)C(CN1CCN(CC(=O)OC(C)(C)C)CC1)=CC(C)(C)O2	.	?	.	-9	.	.	?
CC(C)NC(=O)c1nc2sccn2c1-c1ccc(C(F)(F)F)cc1	-6%[88.5 µM]	?	.	48	-13%[87.6 µM]	-11%[87.6 µM]	?
CC(C)(Oc1nn(Cc2cccc(Cl)c2)c2ccccc12)C(=O)NC1CCC(O)CC1 (stereo not drawn)	-7%	?	-3%	-9	?	1%	?
O=C(c1ccc(F)cc1)N1CCN(C(=O)c2nc3cccnc3n(C3CCCC3)c2=O)CC1	0%	-26%	.	13	11%	3%	-12%
COCC(=O)NC[C@H]1OC[C@@H](NCc2ccc(F)cc2)[C@@H]1O	i	i	-6%[172 µM]	12	5%[87.6 µM]	0%[87.6 µM]	4%[172 µM]
CC1CCN(C(=O)CN2CCSc3ccccc32)CC1	.	.	.	32	29%	-27%	.
COc1cccc(-c2cccc(CN3CCCC3C(=O)NCc3cccc(F)c3)c2)c1 (stereo not drawn)	i	35µM*	.	0	26%	?	?
COc1ccc(-n2nc(C3CCCN(CCC(C)C)C3)[nH]c2=O)cc1 (stereo not drawn)	i	-24%	3%	4	-11%	4%	-12%
CCCCOC(=O)c1ccc(Nc2nc3ccc(C)cc3n3cnnc23)cc1	.	.	.	23	57%[activator]	-1%	.
Cc1ccc2oc(=O)c3cnn(CC(=O)Nc4ccc(Br)cc4C)c3c2c1	.	.	.	17	6%	8%	.
O=C(N[C@@H]1CN(Cc2ccccn2)CCC[C@H]1O)c1ccc(OCc2ccccc2)cc1	?	?	-19%[172 µM]	-33*	-16%[87.6 µM]	-15%[87.6 µM]	89µM*
O=C(Cn1nc2c(cc1=O)CCCC2)NCCc1ccc(O)cc1	-10%	-9%	3%	-8	8%	-3%	-1%
O=C1Nc2ccc(-c3cccc(C(F)(F)F)c3)cc2C(=O)N2C[C@H](O)C[C@@H]12	-10%[88.5 µM]	?	0%[172 µM]	-10	-9%[87.6 µM]	5%[87.6 µM]	?
CCNC(=O)Nc1ccc(OCC(=O)N2CCN(c3ccccn3)CC2)nc1	i	0%	-6%	-7	16%	6%	0%
CC(=O)Nc1cc(-c2ccccc2)nn1Cc1cccc(Cl)c1	.	.	.	-9	18%	0%	.
COc1ccc(Cl)cc1NC(=O)c1cc2c(=O)n3ccccc3nc2s1	.	.	.	4	-2%	?	.
O=C(CCc1ccccc1)Nc1ccc([C@@H](O)[C@H]2COCC(=O)N2Cc2ccccc2F)cc1	i	?	-12%	8	4%	1%	?
O=C1CCCCC(CNC(=O)c2ccc3ncccc3c2)N1 (stereo not drawn)	i	i	-4%	-3	-13%	2%	i
Cc1cccc(-c2ncc(CN(CCN3CCOCC3)Cc3ccco3)cn2)c1	-2%	-23%	-8%	13	-9%	-7%	?
CCN1CCC(CCNC(=O)C2CCCN(C(=O)c3ccccc3)CCC(=O)NCC2)CC1 (stereo not drawn)	1%	i	-3%	2	-9%	2%	i
CN1C[C@H](NCc2cnn(C)c2)CCC[C@@H](C(=O)NCc2cc(F)cc(F)c2)CC1=O	-2%[88.5 µM]	4%[174 µM]	1%[172 µM]	0	-21%[87.6 µM]	4%[87.6 µM]	i
Cc1cccc(C(=O)N2CC(Oc3ccc(-c4noc(C5CCOCC5)n4)cc3)C2)c1	5%	?	.	6	-2%	-5%	?
CCOCC(=O)Nc1nn(-c2ccc(F)cc2)c2cccc(N3CCOC3=O)c12	1%	-11%	35µM*	3	40%	2%	?
Cc1cc(=O)n(CC(=O)NC(C)c2ccccc2)c2c1c(C)nn2-c1cccc(F)c1 (stereo not drawn)	.	.	.	-4	9%	9%	.
CCC(=O)N1Cc2ccccc2CC2(CCN(Cc3ccccc3)C2)C1 (stereo not drawn)	i	-18%	.	-5	-12%	-9%	?
COc1ccc(-n2c(SCC(=O)NCc3ccc(F)cc3)nc3c([nH]c4ccccc43)c2=O)cc1	.	.	.	-4	40%[activator]	-7%	.
O=C(NCc1ccco1)[C@@H]1Cc2nc[nH]c2CN1CCCc1ccccc1	i	?	2%[172 µM]	22	-13%[87.6 µM]	0%[87.6 µM]	?
C[C@H]1[C@@H]2[C@@H](O)C([C@H](C)C(=O)N(C)CCC#N)CC[C@@]2(C)CC[C@@H]1NS(C)(=O)=O (stereo partly drawn)	-37%[88.5 µM]	?	-4%[172 µM]	11	?	-1%[87.6 µM]	?
COC(=O)c1ccccc1NC(=O)c1ccc2nc(CCc3ccccc3)oc2c1	.	.	.	42	-3%	-11%	.
COc1ccccc1OC1(C(=O)O)CCN(Cc2ccccc2F)CC1	-17%[11.5 µM]	-13%	8%	9	-10%	2%	-3%
CC(=O)c1ccc(NC(=O)CSc2ccc3nnc(CCNS(=O)(=O)c4ccc(C)cc4)n3n2)cc1	.	.	.	11	41%[activator]	-1%	.
CCOC(=O)c1c(NC(C)=O)c2c3c(sc2n1Cc1nc(-c2cccc(Cl)c2)oc1C)CCCC3	.	.	.	-5	-15%	3%	.
CCCCN(CCCC)CCC(O)c1cc2c(Cl)cc(Cl)cc2c2cc(C(F)(F)F)ccc12 (stereo not drawn)	2%	.	.	-7	29%	0%	.
COc1nccc(N2CCC(CC(=O)NCc3cccs3)CC2)n1	-21%	?	-10%	26	-21%	-4%	?
Cc1ccc(Nc2c(-c3ccc(N4CCOCC4)cc3)nc3ncccn23)cc1C	.	.	.	-1	19%	4%	.

Given with bars between the fields: part of the list above.
SMILES | GPT2 inhibitor | 3T3 cytotox | FLuc inh | IP6K1 inh | SNCA expr inhib | SNCA viab count | HEK293 tox
COc1ccccc1OC1(C(=O)O)CCN(Cc2ccccc2F)CC1 | -17%[11.5 µM] | -13% | 8% | 9 | -10% | 2% | -3%
Cc1ccc(Nc2c(-c3ccc(N4CCOCC4)cc3)nc3ncccn23)cc1C | . | . | . | -1 | 19% | 4% | .

Quoted at random: 4 records from the list
SMILES	GPT2 inhibitor	3T3 cytotox	FLuc inh	IP6K1 inh	SNCA expr inhib	SNCA viab count	HEK293 tox
CCCCN(CCCC)CCC(O)c1cc2c(Cl)cc(Cl)cc2c2cc(C(F)(F)F)ccc12 (stereo not drawn)	2%	.	.	-7	29%	0%	.
COC(=O)c1ccccc1NC(=O)c1ccc2nc(CCc3ccccc3)oc2c1	.	.	.	42	-3%	-11%	.
O=C(NCc1ccco1)[C@@H]1Cc2nc[nH]c2CN1CCCc1ccccc1	i	?	2%[172 µM]	22	-13%[87.6 µM]	0%[87.6 µM]	?
Cc1ccc(Nc2c(-c3ccc(N4CCOCC4)cc3)nc3ncccn23)cc1C	.	.	.	-1	19%	4%	.

Bioassay records as filed in PubChem BioAssay.
